# High-throughput results (PubChem BioAssay)
# FN deposit inh: inhibitors of fibronectin matrix deposition, primary screen, AH1F cells, Alexa488-fibronectin fluorescence, plate reader; AID 743247, 2014; AH1F fibroblasts, overnight; 350,000 compounds, 0.086% hits; inhibition, % at 12.6 µM;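 active = mean inhibition across replicates of 30% or more, regardless of how many single replicates reach that level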;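 also: positive control wells lacked labelled fibronectin entirely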
#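 Measured by – fluorescence 485/525 nm · System – AH1F fibroblast monolayer, labelled fibronectin deposition · Amount – 10000 cells per well · Buffer or medium – serum-reduced DMEM (2% serum) · Doses – single dose, pinned · Also added – fluorescent fibronectin at 24 nM final · Schedule – 1 h cell attachment, overnight exposure to compound and label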
# esBAF inh: Bmi1 luciferase reporter increase in mESCs, primary screen, esBAF inhibitor project, mouse ES cells, Bmi1 luciferase knock-in, single point; 24 h; 100% = twice the neutral-well signal; reporter increase, % at 12.5 µM; 350,000 compounds, 2% hits; AID 602393, 2012; in the data active = activation above about 40%;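 also: 0% = median of the plate's neutral control wells and 100% = double that signal; a rise in the Bmi1 reporter signal indicates esBAF inhibition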
# Statin myotox sup: suppressors of statin myotoxicity in C2C12 myotubes, primary screen, cell-based, single point, plate reader. C2C12 myotubes + simvastatin, ATP luminescence, 48 h; scaled: DMSO 0, geranylgeraniol control 100. 330,000 compounds, 0.78% hits. AID 602340, 2012. rescue of ATP level, % at 7.49 µM;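 active = mean ATP rescue above about 67%, or every replicate alone reaching that limit, limit read from the data, passing the limit was not always enough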;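 also: myotubes were challenged with 10 µM simvastatin during compound exposure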
# CASP6 VEID inh: human caspase-6 inhibitors, primary screen, biochemical, VEID-R110 fluorescence, single point, set 2 | P55212 | purified caspase-6, Z-VEID-R110 cleavage fluorescence | inhibition, % at 12.5 µM | 350,000 compounds, 0.53% hits;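 active = mean inhibition across replicates at least about 35%, with every replicate also reaching that limit, limit read from the data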;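 also: 0% = median of neutral control wells and 100% = no fluorescence left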
# Target sequence (P55212 24-179 limits assumed): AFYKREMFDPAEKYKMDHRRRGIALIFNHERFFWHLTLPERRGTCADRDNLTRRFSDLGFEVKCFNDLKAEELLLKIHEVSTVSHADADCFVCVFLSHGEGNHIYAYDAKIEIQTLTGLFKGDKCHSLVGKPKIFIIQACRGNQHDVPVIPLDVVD
# Target sequence (P55212 194-293 limits assumed): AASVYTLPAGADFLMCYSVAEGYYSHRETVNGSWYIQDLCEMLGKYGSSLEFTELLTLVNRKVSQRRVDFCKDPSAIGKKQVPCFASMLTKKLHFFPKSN
# S100A4 MyoIIA: inhibitors of S100A4-myosin IIA peptide binding, primary screen, biochemical, fluorescence polarization, TAMRA-MyoIIA peptide; Protein S100-A4 (Homo sapiens), P26447; inhibition, % at 10.7 µM; 360,000 compounds, 0.14% hits;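 active = mean inhibition of at least 70% across replicates, with every replicate also reaching that level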
# Target sequence (P26447 whole entry, looked up): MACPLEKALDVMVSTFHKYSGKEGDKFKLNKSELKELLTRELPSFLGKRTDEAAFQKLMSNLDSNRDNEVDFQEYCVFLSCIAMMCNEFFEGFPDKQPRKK
#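 Material: S100A4 monomer protein | Medium: HEPES pH 7.2 with CaCl2, KCl, NaCl, DTT, Triton | Reagent: Labelled myosin peptide probe, 5 nM | Doses: One dose per compound | Times: 5 min incubation before reading | Benchmarks: Neutral control DMSO, positive control TFP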
# SIRT5 block: SIRT5 desuccinylase inhibitors, primary screen, biochemical, fluorescence imaging, single point, set 5; inhibition, % at 15 µM; NAD-dependent protein deacylase sirtuin-5, mitochondrial (Homo sapiens), Q9NXA8; 330,000 compounds, 1.1% hits; AID 652115, 2013; Purified SirT5, succinyl-peptide AMC, trypsin-coupled fluorescence; in the data active = inhibition above about 15%
# Target sequence (Q9NXA8 whole entry, looked up): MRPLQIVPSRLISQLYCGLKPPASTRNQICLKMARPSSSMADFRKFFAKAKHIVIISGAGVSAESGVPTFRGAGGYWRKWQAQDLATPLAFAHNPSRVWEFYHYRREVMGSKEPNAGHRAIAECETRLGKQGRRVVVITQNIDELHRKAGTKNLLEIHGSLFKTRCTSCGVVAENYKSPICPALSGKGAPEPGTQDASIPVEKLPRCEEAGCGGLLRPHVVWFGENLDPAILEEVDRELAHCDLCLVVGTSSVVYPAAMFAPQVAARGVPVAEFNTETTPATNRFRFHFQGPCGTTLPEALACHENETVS
# LGR2 antag: inhibitors of bursicon-induced LGR2 CRE-luciferase signal, primary screen, cell-based, HEK293, CRE-luciferase reporter, bursicon stimulation; bursicon-stimulated, 4 h; inhibition, % at 9.99 µM; 380,000 compounds, 0.35% hits; AID 720647, 2013;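 active = drop in luminescence signal, shown as inhibition above about 50% in the replicate tests, limit read from the data, passing the limit was not always enough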;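 also: agonist challenge used bursicon conditioned medium at about half maximal strength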
# * marks the source's active call; other numbers are inactive results; / = not tested or not shown. An excerpt; the hit share may differ from the screen's.
SMILES,FN deposit inh,esBAF inh,Statin myotox sup,CASP6 VEID inh,S100A4 MyoIIA,SIRT5 block,LGR2 antag
CCCCC(=O)Nc1cccc(NC(=S)NC(=O)C(C)C)c1,-1.5,-4.5,-6.2,2.7,-12.4,-7.1,0.9
CCc1nnc(NS(=O)(=O)c2ccc(N/C=C\C(=O)c3ccc(F)cc3)cc2)s1,/,/,/,6.6,4.3,/,-22.9
CCCCn1c(CCCNC(=O)c2ccco2)nc2ccccc21,-9.6,/,/,2.0,-0.3,-2.2,18.1
O=C(COc1cc2oc(=O)c3c(c2cc1Cl)CCCC3)NCc1cccnc1,13.3,-7.3,0.2,-0.9,-2.6,-1.0,-4.0
CCCC#Cc1ccc([C@H]2[C@@H](CO)N(C(=O)NC(C)C)[C@@H]2CNC(C)=O)cc1,-2.3,/,/,1.2,-53.6,-0.8,/
CO[C@H]1CN(C)C(=O)c2ccc(NC(=O)Nc3ccccc3)cc2OC[C@H](C)N(C(=O)Nc2c(C)noc2C)C[C@@H]1C,-15.1,/,/,-0.8,-7.3,-1.5,-5.4
CCC(C)C(=O)Nc1ccc(OC)cc1[N+](=O)[O-] (stereo not given),4.2,/,/,-0.7,3.6,-0.1,3.8
CCOC(=O)C1CCCCN1C(=O)c1cc2ccc(OC)cc2c2cc(OC)c(OC)cc12 (stereo not given),2.6,-3.3,-6.7,3.9,5.7,-6.4,29.2
COc1cccc(N2C(=O)[C@H]3C(C(=O)c4cnccn4)=NN[C@H]3C2=O)c1,-7.0,4.0,/,3.7,-14.3,0.5,-10.3
O=C(c1ccc(C(F)(F)F)cc1)C1CCCN(C(=O)CCc2ccncc2)C1 (stereo not given),6.8,0.4,14.3,2.5,-4.0,-4.4,3.1
CCOC(=O)C1CCN(c2c(NCCCN(C)C3CCCCC3)c(=O)c2=O)CC1,-0.4,-3.5,-2.7,-7.4,-5.2,1.9,-16.0
CC(C)OC(=O)c1ccc(NC(=O)Cn2c(-c3nonc3N)nc3ccccc32)cc1,7.3,8.6,-1.9,/,/,/,/
CCc1nc2c(OCc3ccc(F)c(F)c3)cccn2c1N(C)C(=O)C1CC1,3.3,-8.0,-2.7,-0.4,-1.7,/,-1.2
CC(C)CC#Cc1ccc([C@@H]2[C@H](CO)N3C(=O)CN(C(=O)c4cnccn4)C[C@@H]23)cc1,/,/,/,0.5,13.7,0.7,2.9
C[C@@H]1CN([C@@H](C)CO)C(=O)c2cc(NS(=O)(=O)c3cn(C)cn3)ccc2O[C@@H](C)CCCCO[C@H]1CN(C)Cc1ccc(C(F)(F)F)cc1,/,-0.5,/,-5.8,-1.8,6.9,21.6
O=C(C[C@H]1CC[C@@H]2[C@H](COC[C@@H](O)CN2Cc2nccs2)O1)NCc1ccc(F)cc1,-11.2,1.3,21.3,-0.2,-6.9,-2.6,-11.7
CC(=O)OCCN1C(=O)c2ccc(-c3nc4ccccc4c(=O)o3)cc2C1=O,-3.8,-0.2,5.2,1.6,-1.2,1.9,14.0
C[C@H]1CN=C(N(C)C)N1CCCC1CCCC1,-13.7,11.4,-4.4,4.2,-0.8,8.9,11.0
COC(=O)Nc1ccc(C)c(NC(=O)OC)c1,/,-10.2,-8.7,-1.8,2.2,1.7,8.6
COc1ccc(NS(=O)(=O)c2cccc(C(=O)NNC(=O)c3ccccc3O)c2)cc1,6.3,7.6,2.8,1.5,-20.0,-0.8,9.5
CC(=O)Nc1ccc(NC(=S)Nc2ccc(Br)cc2)cc1,-1.8,/,/,6.4,-0.4,3.5,3.0
CCN(CC)c1ccc(N2C(=O)c3ccccc3C2=O)cc1,-0.5,22.7,-6.4,0.1,2.1,-4.8,-40.2
CO[C@@H]1CN(C)C(=O)c2cc(NS(=O)(=O)c3ccc(Cl)cc3)ccc2OC[C@H](C)N(C(=O)NC(C)C)C[C@H]1C,-2.4,4.7,22.1,/,/,/,-3.1
O=C(Cn1cc([N+](=O)[O-])cn1)N1CCN(c2ccccc2)CC1,-4.5,-1.0,5.7,0.3,1.3,-2.6,-5.2
Cc1ccc(CNC(=O)CCN2C(=O)[C@@H]3Cc4ccccc4CN3C2=O)cc1,-0.5,-3.4,6.0,0.1,0.8,-5.2,10.1
COc1ccc(NC(=O)Nc2ccc3c(c2)CC(=O)N([C@H](C)CO)C[C@@H](C)[C@@H](CN(C)CC2CC2)O3)cc1,/,-1.6,0.5,1.8,14.9,-0.5,10.9
CCc1ccccc1N(CC(=O)NC(C)(C)CC)C(=O)CCC(=O)Nc1nccs1,-2.8,-3.6,12.8,0.0,6.5,-6.7,-5.1
CC(=O)Oc1ccc(C2OC(=O)c3ccccc3N2C(C)=O)cc1 (stereo not given),-9.5,2.1,15.9,/,10.3,/,/
CC(C)c1c(C(=O)N/N=C/c2cccc(OCc3ccc(F)cc3)c2)nnn1-c1nonc1N,0.9,12.7,-10.1,-7.2,-1.0,0.2,-7.0
C[C@@H]1CN([C@@H](C)CO)C(=O)c2cc(C#CCc3ccccc3)cnc2O[C@@H]1CN(C)C(=O)Cc1cccnc1,/,-4.7,5.6,2.8,6.7,3.6,-5.3
CCc1ccccc1NC(=O)CCc1c(C)nc(SC)nc1C,0.7,-3.6,7.7,-2.4,-19.2,-2.2,-3.4
COc1cccc(CNC(=O)c2ccncc2)c1,/,/,/,1.0,10.3,-6.1,14.8
CCC(=O)N1CC2(C1)CN(Cc1nccs1)[C@H](CO)c1c2c2ccc(OC)cc2n1C,/,/,/,-1.7,-28.6,1.0,14.1
COc1cc(/C=N/NC(=O)Cc2nnc(N)s2)cc(OC)c1OC,-4.8,/,/,1.2,1.9,-1.7,/
COCC(=O)NC[C@H]1[C@@H](c2ccc(C3=CCCC3)cc2)[C@H](CO)N1C(=O)C1CC1,-1.5,2.3,-5.3,4.9,-1.1,1.7,7.5
CC1CCN(S(=O)(=O)c2ccc(NC(=O)c3ccncc3)cc2)CC1,/,/,/,-0.8,1.4,6.6,4.6
COc1cccc(NC(=O)C(=O)NCC2CCCN2S(=O)(=O)c2cccs2)c1 (stereo not given),-1.1,62.0*,-4.1,-13.1,11.3,0.5,-62.2
O=C(C1=C[C@@H]2[C@H]3C(=O)N(c4ccc(Cl)cc4)C(=O)[C@H]3[C@@H](C(=O)c3ccc(Cl)cc3)N2C=C1)c1ccccc1,-7.7,/,/,-2.2,-8.8,-1.7,8.9
CCOc1ccc(/C=N/N2C(C)CCCC2C)cc1OC (stereo not given),-12.7,1.9,1.7,-4.6,-9.1,-4.4,-19.6
COc1ccc(NC(=O)COC(=O)c2ccc([N+](=O)[O-])o2)cc1Cl,-8.0,/,/,6.8,2.7,1.6,7.1
Cc1ccc(CN2CC(C(=O)Nc3ncccc3C)CC2=O)cc1 (stereo not given),-2.7,-7.4,1.0,-0.9,-2.7,-2.6,3.2
Cc1cc(O)cc2c1C1CCC3(C)C(=O)CCC3C1C=C2 (stereo not given),-0.5,-7.0,-1.2,2.1,-5.2,-2.0,-22.6
O=C(NCC1CCCO1)c1ccc(NC(=O)c2ccc([N+](=O)[O-])cc2)cc1 (stereo not given),0.5,0.3,-13.7,0.0,0.2,-3.8,-2.6
CCN1CCN(c2ccc(S(=O)(=O)N3CCCCC3)cc2NC(=O)Cc2c(F)cccc2Cl)CC1,8.9,4.4,-17.6,-2.5,-2.5,0.2,-7.8
COc1ccc(S(=O)(=O)n2cnc3cc(C)c(C)cc32)cc1,/,6.9,14.8,/,/,/,-1.5
COc1ccc(C(=O)NC(=S)Nc2ccc(S(=O)(=O)Nc3cc(C)on3)cc2)cc1OC,-1.0,/,/,0.3,-3.6,-7.3,2.2
CCCCNC(=O)C1(C)CCCCN1Cc1ccc(-c2ccccc2)cc1 (stereo not given),0.3,-1.7,19.1,/,-7.2,-3.3,17.1
O=C(CSc1ccccc1)Nc1nccs1,-5.8,/,/,-2.7,0.5,4.9,-5.5
CC1(C)Oc2ccc(C(=O)NNC(=O)Nc3ccccc3)cc2NC1=O,0.5,-0.8,18.4,2.6,-2.5,-3.7,-3.0
CO[C@H]1CN(C)C(=O)c2ccc(NC(=O)C3CCCC3)cc2OC[C@H](C)N(C(C)=O)C[C@H]1C,-33.3,0.3,-3.1,1.2,1.5,0.2,12.8
# New compounds follow.
SMILES,FN deposit inh,esBAF inh,Statin myotox sup,CASP6 VEID inh,S100A4 MyoIIA,SIRT5 block,LGR2 antag
CC(=O)Nc1ccc(NC(=O)CSc2n[nH]c(-c3cccs3)n2)cc1,-9.4,-2.4,-6.3,3.3,-1.4,-6.7,1.4
CNC(=O)Nc1cccc2cccnc12,-1.5,/,/,-4.1,-27.5,-3.4,15.6
Cc1noc(C)c1NC(=O)Nc1cccc2c1O[C@@H](CN(C)Cc1ccc(Oc3ccccc3)cc1)[C@@H](C)CN([C@@H](C)CO)C2=O,3.7,-3.8,/,0.0,-4.3,3.3,18.0
CC(=O)c1cccc(NC(=O)CCc2nc3sc4c(c3c(=O)[nH]2)CCCC4)c1,/,/,/,1.4,2.7,2.8,-10.9
COc1ccc(OCC(=O)O/N=C(\N)c2ccc(OC)c(OC)c2)cc1,2.2,-4.6,14.5,/,/,/,-14.3
CCN(C(=O)CSc1ncccn1)c1c(N)n(Cc2ccccc2)c(=O)[nH]c1=O,4.4,6.3,2.0,2.5,5.1,-3.5,-5.8
COc1ccc(NC(=O)Nc2ccc3nonc3c2)cc1,-2.0,/,/,-0.6,-9.9,-1.1,-14.1
CCc1nc2c(OCCn3cccc3)cccn2c1N(C)C(=O)c1ccc(OC)cc1,8.2,-1.1,-3.4,2.4,-3.0,-1.1,-2.3
Cc1ccc(C2CC(=O)NC(SCc3ccccc3)=C2C#N)o1 (stereo not given),/,-9.1,-1.5,9.0,-3.1,/,-1.5
CCCNC(=O)[C@H]1[C@H](CO)[C@H]2Cn3c(cccc3=O)[C@H]2N1Cc1cccc(F)c1,7.7,/,/,0.3,3.0,0.6,-3.1
C/C=C/c1ccc([C@@H]2[C@@H](CO)N3C(=O)CN(C(=O)NC4CCCC4)C[C@@H]23)cc1,-5.9,/,/,3.0,-0.4,-2.0,5.0
CCNc1nc(SC(C)C(=O)Nc2ccccc2)nc(N2CCOCC2)n1 (stereo not given),1.8,-7.7,10.1,/,/,/,/
CC1(C)CC(=O)c2sc(NS(=O)(=O)c3ccc(Br)cc3)nc2C1,-17.6,/,/,2.7,-3.5,2.1,17.3

# Shown as tab-separated lines: entries from further up.
molecule	FN deposit inh	esBAF inh	Statin myotox sup	CASP6 VEID inh	S100A4 MyoIIA	SIRT5 block	LGR2 antag
CCOC(=O)C1CCCCN1C(=O)c1cc2ccc(OC)cc2c2cc(OC)c(OC)cc12 (stereo not given)	2.6	-3.3	-6.7	3.9	5.7	-6.4	29.2
CC(=O)c1cccc(NC(=O)CCc2nc3sc4c(c3c(=O)[nH]2)CCCC4)c1	/	/	/	1.4	2.7	2.8	-10.9
CCCCn1c(CCCNC(=O)c2ccco2)nc2ccccc21	-9.6	/	/	2.0	-0.3	-2.2	18.1
COc1ccc(C(=O)NC(=S)Nc2ccc(S(=O)(=O)Nc3cc(C)on3)cc2)cc1OC	-1.0	/	/	0.3	-3.6	-7.3	2.2
COC(=O)Nc1ccc(C)c(NC(=O)OC)c1	/	-10.2	-8.7	-1.8	2.2	1.7	8.6
CCc1ccccc1NC(=O)CCc1c(C)nc(SC)nc1C	0.7	-3.6	7.7	-2.4	-19.2	-2.2	-3.4
CC1(C)CC(=O)c2sc(NS(=O)(=O)c3ccc(Br)cc3)nc2C1	-17.6	/	/	2.7	-3.5	2.1	17.3
